# Screening data (PubChem)
# Mdm2 MdmX PPI = inhibitors of human Mdm2/MdmX interaction. 330,000 tested, 3% active. SaOS-2 split-luciferase Mdm2/MdmX complementation, luminescence. AID 485346. inhibition, % at 8 µM;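 active means inhibition of at least 50% at 8 µM in the primary screen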
# Target sequence (O15151 whole entry, looked up): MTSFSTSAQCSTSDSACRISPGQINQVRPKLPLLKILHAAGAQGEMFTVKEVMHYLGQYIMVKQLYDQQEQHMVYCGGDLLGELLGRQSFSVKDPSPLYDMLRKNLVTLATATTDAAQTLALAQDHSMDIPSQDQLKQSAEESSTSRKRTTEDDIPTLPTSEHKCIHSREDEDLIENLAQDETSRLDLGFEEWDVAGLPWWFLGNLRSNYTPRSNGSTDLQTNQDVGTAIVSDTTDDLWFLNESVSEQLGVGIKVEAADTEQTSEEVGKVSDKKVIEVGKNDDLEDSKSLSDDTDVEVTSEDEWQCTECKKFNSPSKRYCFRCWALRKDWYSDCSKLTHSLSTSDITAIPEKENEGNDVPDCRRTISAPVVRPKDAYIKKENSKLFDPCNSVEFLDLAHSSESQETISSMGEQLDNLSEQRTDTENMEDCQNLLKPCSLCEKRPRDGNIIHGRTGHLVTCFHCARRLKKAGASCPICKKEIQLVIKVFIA
# Target sequence (Q00987 whole entry, looked up): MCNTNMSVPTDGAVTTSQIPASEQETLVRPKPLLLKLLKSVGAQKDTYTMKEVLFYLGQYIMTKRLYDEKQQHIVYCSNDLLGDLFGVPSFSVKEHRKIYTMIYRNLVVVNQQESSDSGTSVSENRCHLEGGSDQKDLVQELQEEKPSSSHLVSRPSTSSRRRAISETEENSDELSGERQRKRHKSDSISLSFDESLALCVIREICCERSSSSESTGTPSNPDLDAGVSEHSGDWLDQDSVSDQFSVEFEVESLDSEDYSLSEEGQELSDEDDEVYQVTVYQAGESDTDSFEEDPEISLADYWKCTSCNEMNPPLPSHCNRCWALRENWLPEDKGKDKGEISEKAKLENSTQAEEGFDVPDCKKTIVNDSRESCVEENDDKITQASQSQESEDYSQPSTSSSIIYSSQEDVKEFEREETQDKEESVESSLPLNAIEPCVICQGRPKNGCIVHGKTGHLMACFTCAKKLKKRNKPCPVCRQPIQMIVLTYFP
# tim10-1 inh = growth inhibitors of tim10-1 mutant yeast; S. cerevisiae tim10-1 ts strain growth, BacTiter-Glo, 24 h; inhibition, % at 20 µM; 330,000 tested, 2.2% active;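 active means inhibition of at least 40%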;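 further: mutant grown at 25 °C; 0% = DMSO wells with yeast and 100% = wells holding no yeast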
# APJ agonist = agonists of human APJ apelin receptor. CHO-K1 APJ PathHunter beta-arrestin, luminescence; 0% DMSO wells, 100% apelin. 330,000 tested, 0.11% active. activation, % at 20 µM. AID 2520;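 active means activation more than six SD over the plate average, tested at 20 µM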;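 further: 0% = DMSO alone and 100% = apelin-13 at 10 nM; some results filed as inactive read as strong as hits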
#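 Assay system: CHO-K1 cells stably expressing ProLink-tagged human APJ and arrestin–beta-gal acceptor. Compound dosing: 20 µM single point, 1% DMSO. Times: 16-18 h seeding, 90 min dark compound exposure, 60 min detection. Detection: beta-gal luminescence. Evaluation: APJ–arrestin association signal. Controls: negative DMSO alone, positive Apelin-13 at 10 nM.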
# CXCR6 block = CXCR6 (human) receptor inhibition | inhibition, % at 20 µM | 360,000 tested, 0.36% active | AID 602244 | O00574 | CHO-K1 PathHunter CXCR6 beta-arrestin, luminescence; in the data active means inhibition above about 34%, passing the limit was not always enough;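 further: antagonist mode with CXCL16 agonist at 10 nM final; 0% = 10 nM CXCL16 with DMSO and 100% = unstimulated wells without agonist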
# CHOP UPR activ = apoptotic UPR (CHOP) activation; CHO-CHOP luciferase reporter, luminescence; percent of tunicamycin response over DMSO baseline; activation, % at 10 µM; 330,000 tested, 0.34% active; AID 449763;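 active means at 10 µM dose, activation of 40% or more, normalized to positive control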;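 further: 100% = tunicamycin at 10 µg/mL and 0% = DMSO alone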
#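 Assay system: CHO cells with stable CHOP pathway luciferase reporter; Buffer or medium: F12 plus 10% serum; Times: 16-18 h cell attachment, then 6 h compound exposure, 37 °C; Signal: luciferase luminescence; Read-out basis: percent activation relative to tunicamycin control; Control set: tunicamycin high control, DMSO low control.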
# TIM10 inh = inhibits growth of TIM10 yeast strain. S. cerevisiae TIM10 strain growth, BacTiter-Glo luminescence, 24 h. inhibition, % at 10 µM. 330,000 tested, 1.4% active;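 active means inhibition of 40% or more at the single tested concentration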;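 further: wild-type TIM10 isogenic control strain grown at permissive 25 °C; 0% = DMSO yeast wells and 100% = minimal medium wells without yeast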
# tim23-1 inh = inhibits growth of tim23-1 mutant yeast. S. cerevisiae tim23-1 growth, BacTiter-Glo luminescence, 24 h. inhibition, % at 20 µM. 330,000 tested, 1.3% active. AID 463212;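 active means growth inhibition of the mutant yeast at or above 50%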;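 further: temperature-sensitive mutant grown at 25 °C; plate controls were DMSO-treated mutant yeast for no effect and medium wells lacking yeast for full effect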
# APJ antagonist = antagonists of human APJ apelin receptor | inhibition, % at 20 µM | 330,000 tested, 0.32% active | CHO-K1 APJ beta-arrestin complementation, luminescence | P35414 | AID 2521;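 active means inhibition above about 40% at 20 µM, limit read from the data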;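 further: cells challenged with 10 nM apelin-13 agonist together with compound; plate controls were apelin-13 plus DMSO wells for no effect and DMSO wells lacking apelin-13 for full effect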
# UPR XBP1 act = activators of adaptive arm of unfolded protein response (XBP1); CHO-XBP1 luciferase reporter, IRE1-XBP1 UPR activation, luminescence; percent of tunicamycin response, DMSO as zero; activation, % at 20 µM; 330,000 tested, 0.33% active;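 active means versus positive control, 20 µM dose yields 30% or more activation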;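 further: 100% = tunicamycin at 10 µg/mL and 0% = DMSO only wells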
#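 Material – CHO cell line with stable XBP1 luciferase reporter · Buffer or medium – F12 plus 10% FBS · Compound – single point, 20 µM final compound, 1% DMSO · Schedule – 16-18 h cell attachment at 37 °C, then 6 h compound exposure · Signal – Steady-Glo luminescence read · Benchmarks – high control tunicamycin 10 µg/mL final, low control DMSO vehicle only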
# An asterisk follows results filed as active; x = no result given. Only part of the results is shown. The share of hits here may be higher or lower than overall.
SMILES,Mdm2 MdmX PPI,tim10-1 inh,APJ agonist,CXCR6 block,CHOP UPR activ,TIM10 inh,tim23-1 inh,APJ antagonist,UPR XBP1 act
O=C(Nc1ccc2c(c1)OCO2)c1ccc(Br)s1,-197,-32,0,2,3.9,2,-14,7,0
COc1cc(CC(=O)OCC(=O)NC2CCCC2)cc(OC)c1OC,-8,7,0,4,-0.4,0,0,2,-4
CCCCN1CN(S(=O)(=O)c2ccc(OC)cc2)c2nc3ccccc3nc21,1,46*,2,6,-0.8,22,42,3,-1
CCc1cc(=O)oc2c(C)c(OC(C)C(=O)N3CCC[C@@H]3C(=O)O)ccc12 (some centres not stated),30,8,-3,1,1.0,3,0,16,-3
Cn1cnc(S(=O)(=O)Nc2cc(C(F)(F)F)ccc2N2CCOCC2)c1,9,1,4,-7,-1.4,6,0,-3,-1
O=C(CCc1ccccc1)Nc1ccc(S(=O)(=O)Nc2nccs2)cc1,9,3,-1,5,1.2,3,2,-5,-5
O=[n+]1c2c(n([O-])c3cc(F)ccc31)CCCC2,-16,19,5,-6,4.6,-3,11,-14,-2
O=C(CN1CCOCC1)c1c[nH]c2ccccc12,29,0,5,-16,1.2,-7,9,0,-1
Cc1onc(-c2c(F)cccc2Cl)c1C(=O)c1ccccc1O,15,-5,0,-3,0.7,-4,-7,-25,-1
NC(=O)C1CCN(C(=O)c2ccc(OCC(=O)Nc3cccc(C(F)(F)F)c3)cc2)CC1,5,12,-3,5,-0.2,15,7,7,-3
Cc1ccc(S(=O)(=O)c2nc(-c3cccs3)oc2SCC(N)=O)cc1,-4,6,-1,7,1.1,11,8,9,0
O=C(CN(C(=O)c1csnn1)c1cccc2c1CCCC2)NCc1ccc(F)cc1,7,14,1,7,-2.4,20,24,6,-1
O=C(COC(=O)CCOc1ccccc1)NCCC1=CCCCC1,19,10,0,-1,-2.1,7,26,16,1
OCCC1CN(Cc2cnc(-c3ccccc3)s2)CCN1C1CCCC1 (configuration not stated),10,13,-4,-5,-0.7,-8,4,2,-2
COc1ccc2c(c1)CCC1C2=NN(/C(C)=C/C(C)=O)C1c1cccc(F)c1 (configuration not stated),-6,7,2,-4,2.0,6,19,-21,0
Cc1cccc(NC(=O)CCSc2nc(C)cc(C)n2)c1,-13,12,-3,-4,-2.0,13,7,1,-2
Cn1cccc1C(=O)c1ccc(Cl)cc1Cl,6,14,-1,7,1.4,-23,-2,11,-1
Cn1nnnc1SCc1cccc(CSc2nnnn2C)n1,4,4,1,3,-0.2,-11,-9,-19,-2
Cc1ccccc1NC(=O)c1ccc(OCC(=O)Nc2ccccc2F)cc1,14,-5,-4,-2,1.3,4,2,10,1
CCN(CC)S(=O)(=O)c1ccc(/C=C/C(=O)OCC(=O)NNC(=O)c2ccc(OC)cc2)cc1,-17,1,-1,-4,0.0,0,3,15,-3
CC(=O)c1ccc(NC(=O)C(C)Sc2nnnn2C)cc1 (configuration not stated),9,18,-4,2,1.2,7,4,-30,-1
COC(=O)c1cc(NC(=O)C2CC(=O)NC(=NCc3ccc(OC)cc3)S2)cc(C(=O)OC)c1 (configuration not stated),5,-19,1,-7,0.0,-6,-8,10,-3
Cc1cccc(C(=O)Nc2ccc(C(=O)Nc3ccc(O)cc3)cc2)c1,29,-15,-1,-1,2.1,0,-11,1,-3
COc1cc(NC(=O)COC(=O)CO/N=C(\C)c2ccc3c(c2)OCO3)cc(OC)c1OC,-1,20,1,2,-1.9,12,12,-9,-3
CC(C)Cn1cnc2c1c(=O)[nH]c(=O)n2Cc1ccccc1,3,-5,-2,-4,-0.3,9,4,17,-1

# Carrying on:
SMILES,Mdm2 MdmX PPI,tim10-1 inh,APJ agonist,CXCR6 block,CHOP UPR activ,TIM10 inh,tim23-1 inh,APJ antagonist,UPR XBP1 act
N#Cc1c(N2CCCCC2)nc(N)c2c(N)nc3c(c12)CC(c1ccccc1)O3 (configuration not stated),12,41*,-4,8,1.9,32,16,3,4
Cc1cc(NC(=O)CCCn2nc(C)c([N+](=O)[O-])c2C)no1,13,-8,-2,4,-1.8,-3,3,-26,-3
COc1ccc(CC(NC(C)=O)C(=O)NC2CCN(c3c(Cc4ccccc4)c(C)nc4ncnn34)CC2)cc1OC (configuration not stated),-21,5,-3,x,1.9,14,10,-12,-1
CCOc1cc(/C=N/NC(N)=O)cc(Br)c1OCc1ccccc1F,3,-1,1,-15,4.2,-11,11,-4,2
CN1CCN(Cc2ccc(OCc3ccccc3)cc2)CC1,-78,4,0,-4,0.3,-3,0,10,-2
Cc1oc(-c2ccc(Cl)cc2)cc1C(=O)O,-71,21,-2,1,5.4,14,29,6,-2
O=c1c([N+](=O)[O-])cc(C(F)(F)F)cn1Cc1c(Cl)cccc1Cl,6,7,-4,-7,-1.5,6,3,0,-1
Cc1ccn2c(=O)nc(SCC(=O)N3CCC(Cc4ccccc4)CC3)nc2c1,14,-6,-3,1,-0.4,-13,-4,9,-1
Cc1ccc(OCCNC(=O)CCNS(=O)(=O)c2ccc3ccccc3c2)cc1,14,-1,-2,-13,-0.5,-2,15,-6,-1
FC(F)(F)c1ccccc1NC(=S)N1CCCCCC1,-2,15,-3,1,-1.2,12,4,10,-3
CCC(CC)C(=O)Nc1cccc(C(=O)Nc2ccc(S(N)(=O)=O)cc2)c1,-25,0,-2,13,1.1,2,-3,1,0
Cc1ccc(NC(=O)C(=O)Nc2ccccn2)cc1,-49,6,0,1,-5.7,2,7,-15,-6
COc1ccc(C(=O)NC(=S)Nc2ccc3oc(=O)ccc3c2)cc1,73*,-2,-3,16,1.4,-24,-35,7,12
NC(=O)COc1ccc(C2c3c(oc4ccccc4c3=O)C(=O)N2CC2CCCO2)cc1 (configuration not stated),5,11,1,4,-1.6,-4,20,23,2
O=C(Nc1ccccc1Cl)c1ccc(=O)[nH]n1,13,7,-1,4,-1.2,7,13,-11,2
COc1cc([N+](=O)[O-])ccc1NC(=O)Cn1ccsc1=N,17,-16,-2,4,0.6,-11,-16,-1,-2
Cc1ccc(Cn2c(CCNc3nc(-c4ccc(Cl)c([N+](=O)[O-])c4)cs3)nc3cc(C(=O)NCCCO)ccc32)cc1,22,15,1,-6,-0.4,-7,-18,-2,-2
COC(=O)C1=C(C)NC(=O)/C1=C\c1cc(C)n(-c2cccc(C)c2)c1C,27,1,-1,16,0.5,7,15,-8,0
COc1ccc(/C=C/C(=O)Nc2ccc(-c3nnc4n3CCCCC4)cc2)c(OC)c1,16,-6,2,-1,1.1,-3,6,-11,2
COc1ccc(N2CCN(CCS(=O)(=O)c3cc(Cl)ccc3Cl)CC2)cc1,13,26,-4,-4,1.6,29,45,10,-1
Oc1nc(Nc2ccccc2)sc1/C=C1\C=Nc2ccccc21,-105,-46,-5,8,5.6,-9,17,1,5
CCCCCN(C(=O)CCC(=O)OCC(=O)N1C(C)CCCC1C)c1c(N)n(CCCC)c(=O)[nH]c1=O (configuration not stated),8,3,-2,-2,-0.2,3,-1,16,-4
COc1ccccc1/C=C/C=N/NC(=O)Cc1cccn1C,-29,2,-3,-10,2.7,0,6,5,2
CC(=O)Nc1cccc(/C(C)=N/Nc2nc3ccccc3s2)c1,-181,7,0,-10,5.6,-3,20,-3,3
O=S(=O)(NC1CCC(NS(=O)(=O)c2c(F)cccc2F)CC1)c1ccc2c(c1)OCCO2 (configuration not stated),-7,9,-1,-4,1.3,8,29,-7,3

# An excerpt from above in order of molar mass, high to low.
SMILES,Mdm2 MdmX PPI,tim10-1 inh,APJ agonist,CXCR6 block,CHOP UPR activ,TIM10 inh,tim23-1 inh,APJ antagonist,UPR XBP1 act
COc1ccc(C(=O)NC(=S)Nc2ccc3oc(=O)ccc3c2)cc1,73*,-2,-3,16,1.4,-24,-35,7,12
Cc1cc(NC(=O)CCCn2nc(C)c([N+](=O)[O-])c2C)no1,13,-8,-2,4,-1.8,-3,3,-26,-3
Cc1oc(-c2ccc(Cl)cc2)cc1C(=O)O,-71,21,-2,1,5.4,14,29,6,-2

# Further entries follow.
SMILES,Mdm2 MdmX PPI,tim10-1 inh,APJ agonist,CXCR6 block,CHOP UPR activ,TIM10 inh,tim23-1 inh,APJ antagonist,UPR XBP1 act
CCOC(=O)N1CCC(NC(=O)Cn2cc3c(n2)CCCC3)CC1,17,-13,-4,8,1.4,-3,-1,-6,-1
Cc1cc(NC(=O)CSc2nnc(N)s2)c([N+](=O)[O-])cc1C,0,4,-2,0,-0.5,10,14,8,0
O=C(CN1C(=O)NC2(CCCCC2)C1=O)N1CCN(S(=O)(=O)c2ccc(Cl)s2)CC1,-10,-13,-1,-2,-0.3,2,-6,3,1
O=C(COC(=O)C1CCC1)NC(=O)c1ccccc1,-2,-5,-1,-1,0.0,0,-1,4,-1
COc1ccc(CCNC(=O)c2ccccc2SC)cc1,15,11,-7,-9,1.7,6,11,11,0
Cc1nc2ccccc2nc1CSc1nncs1,-14,8,11,4,1.9,15,5,-3,4
CCn1cc(/C=C(\NC(=O)c2ccc(OC)c(OC)c2)C(=O)NCCN2CCOCC2)c2ccccc21,8,-2,-3,5,-1.6,11,-19,3,-2
COc1ccc(OC)c(-c2csc(NC(=O)C3c4ccccc4Oc4ccccc43)n2)c1,32,10,-1,4,2.7,25,13,6,-2
COc1ccc(C(CCNCc2ccc(OC)c(OC)c2)c2ccc(F)cc2)cc1 (configuration not stated),43,10,-4,5,0.1,17,14,-15,0
O=C(CSc1nc(-c2ccccc2)c(-c2ccccc2)[nH]1)Nc1nccs1,-15,9,-2,4,0.3,18,21,-1,3
c1ccc(CNc2nc(-c3cccs3)nc3ccccc23)nc1,-2,11,-4,5,-0.7,21,45,0,-2
COc1cccc(CNC(C)(C)CO)c1OCc1ccc(Cl)cc1,-4,4,-4,1,-1.3,3,-4,-7,-2
COCCCn1c(=O)c2ccccc2n(CC(=O)NCCC2=CCCCC2)c1=O,-8,-7,-1,-1,-2.0,15,19,10,-4
NS(=O)(=O)c1ccc(NC(=O)CCC2CCCCC2)cc1,-21,16,0,3,0.1,21,18,5,-1
COc1cc(OC)cc(-c2nnc(SCC(=O)N3CCOCC3)o2)c1,1,0,0,-10,1.7,-7,9,14,2
CC(C)(C)[C@@H]1C=C(C(N)=O)O[C@H](OCc2ccc(CO)cc2)C1,11,17,-7,2,0.9,5,-6,12,-2
O=c1[nH]c2cc3c(cc2cc1C(c1nnnn1Cc1ccccc1)N1CCN2CCCC2C1)OCCO3 (configuration not stated),30,22,2,-2,1.7,14,14,4,-4
O=Cc1c(OCc2ccccc2)ccc2ccccc12,-64,28,-5,-9,5.9,25,38,4,0
C=CCOC(=O)C1C(=O)CC(C)(O)C(C(=O)OCC=C)C1c1ccc(OC)cc1 (configuration not stated),-3,7,-1,2,-2.4,-32,4,-18,-2

# Some values from the list:
# TIM10 inh, COc1ccc(C(CCNCc2ccc(OC)c(OC)c2)c2ccc(F)cc2)cc1 (configuration not stated) reads 17
# TIM10 inh, Cc1cc(NC(=O)CSc2nnc(N)s2)c([N+](=O)[O-])cc1C reads 10
# tim10-1 inh, O=Cc1c(OCc2ccccc2)ccc2ccccc12 reads 28
# tim23-1 inh, COCCCn1c(=O)c2ccccc2n(CC(=O)NCCC2=CCCCC2)c1=O reads 19
